# human PMI inhibitors = MPI inhibition at elevated mannose 6-phosphate – biochemical, fluorescence intensity, high mannose 6-phosphate, primary screen (AID 1220); 190,000 compounds, 0.66% hits; recombinant PMI enzyme, coupled fluorescence intensity; higher % means a stronger effect; one-dose inhibition, % at 20 µM; IC50 in µM for titrated hits
# human PMI inhibition = inhibitors of human PMI, primary screen, biochemical, fluorescence intensity, coupled assay (AID 1209). purified PMI enzyme, coupled fluorescence intensity; higher % means a stronger effect. one-dose inhibition, % at 20 µM; IC50 in µM for titrated hits. 190,000 compounds, 0.42% hits;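 further: plate controls were DMSO vehicle for no effect and wells lacking substrate for full effect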
# MT stabilize HCS = microtubule stabilizers in HeLa cells | HeLa tubulin immunostaining HCS, 24 h; share of cells brighter than vehicle mean+2SD | % tubulin-high responders, % at 10 µM | 200,000 compounds, 0.83% hits;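 active means plate Z-score above 3 for both tubulin-high and condensed-nucleus cell shares, with cell loss under 80%, at 10 µM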;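 further: anti alpha tubulin signal scored within the nucleus-defined area of each cell; some results filed as inactive read as strong as hits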
# bCat nuc transl = alters nuclear translocation of beta-catenin in HeLa cells; 190,000 compounds, 0.3% hits; nuclear translocation activity, % at 5 µM; immunofluorescence imaging;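 active means nuclear translocation activity above 50% at 5 µM, with a well cell count of 50 or more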;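 further: per-cell ratio of nuclear to cytoplasmic median beta-catenin stain intensity; plate controls were DMSO negative control for no effect and GSK-3 inhibitor IX positive control for full effect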
#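 Test system: HeLa cells, endogenous beta-catenin; Compound: single 5 µM dose plus 0.02–20 µM confirmation series; Times: compound exposure 24 h at 37°C; Signal: fluorescence imaging of beta-catenin antibody stain plus DAPI; Read-out: % activation, nuclear-to-cytoplasmic median beta-catenin signal ratio per cell.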
# Dynein cargo inh = dynein cargo transport inhibition; 3617.4 mouse cells, GR-EGFP nuclear translocation imaging; test concentration mostly 20 µM; stimulated with dexamethasone, 1 µM; stronger effect = lower value; z-score, hits read low; 220,000 compounds, 0.47% hits; AID 1381;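 active means plate z-score of nuclear minus cytoplasmic receptor signal below a set negative limit, without overly bright fluorescence or cell loss, cut at about -3.5 in these data, passing the limit was not always enough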;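 further: z-score of nuclear minus cytoplasmic ring GR-EGFP intensity difference per well; some compounds called inactive have numbers as strong as hits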
#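 Buffer or medium: tet-free, stripped-serum medium; Also added: dexamethasone, 1.0 µM final; Technique: high-content fluorescence imaging after fixation; Times: 48 h induction, 1 h compound, 30 min dex at 37 °C; Read-out: per-cell GR-EGFP intensity, nucleus versus surrounding cytoplasmic ring, well-averaged.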
# Insulin prom up = MIN6 insulin promoter up-regulation; 190,000 compounds, 0.3% hits; z-score at 5 µM; MIN6 insulin promoter-GFP reporter, high-content imaging; stronger effect = higher value;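 active means z-score above 3 at 5 µM with at least 500 cells counted in the well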
# WT yeast gro inh = growth inhibition of WT yeast, mitochondrial fusion screen; mitochondrial fusion phenotypic screen, WT strain; 190,000 compounds, 2.1% hits; inhibition, % at 10 µM; in the data active means inhibition above about 58%; tested in S. cerevisiae
# Yfh1-depleted yeast = mitochondrial function rescue without frataxin homolog – Friedreich's ataxia, plus single-dose screen, dose response (AID 1465). S. cerevisiae Yfh1-off respiration, WST-1 reduction, 72 h; higher fold induction means a stronger effect. fold induction at 50 µM, or EC50 in µM where a hit was titrated. 220,000 compounds, 0.074% hits;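 active means fold induction of absorbance versus untreated yeast above a set limit, then at least 30% activation at any dose in follow-up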;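 further: activators that raise dye reduction in frataxin-depleted yeast; strong numbers were not always called active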
# Autophagy mod = alters autophagy in cells; MEF GFP-LC3 puncta imaging; test concentration mostly 10 µM; calls only at 10 µM (by protocol); 190,000 compounds, 0.98% hits;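 active means percentage of spot-positive cells more than 3 SD above its plate mean, without a fluorescence outlier flag or 80% toxicity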;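 further: spot-positive cell cutoff set from DMSO-treated cells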
# WT yeast gro inh mutant strain = further read-out of WT yeast gro inh, marked with its call; inhibition, %; mitochondrial fusion phenotypic screen, mutant strain inhibition
# Dynein cargo inh cytoplasmic EGFP = further read-out of Dynein cargo inh, marked with its call; z-score; measured here: cytoplasmic GR-EGFP intensity; stronger effect = higher value
# Dynein cargo inh nuclear GR-EGFP = further read-out of Dynein cargo inh, marked with its call; z-score; measured here: nuclear GR-EGFP intensity;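 lower value marks the stronger effect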
# Dynein cargo inh cell count = second read-out of Dynein cargo inh, no call of its own (marks repeat the call); z-score; measured here: cell count per field
# Insulin prom up cell count = also measured in Insulin prom up; calls as there; cell count; measured here: cytotoxicity, nuclei count;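 total cells summed across four imaged fields per well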
# bCat nuc transl cell count 5 µM = second read-out of bCat nuc transl, no call of its own (marks repeat the call); cell count; measured here: cell count, cytotoxicity flag
# MT stabilize HCS Hoechst-high % = recorded beside MT stabilize HCS, whose call it bears; % Hoechst-high responders; measured here: nuclear condensation Hoechst responders;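 share of cells brighter than vehicle mean plus two SD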
# MT stabilize HCS cytotoxicity % = further read-out of MT stabilize HCS, marked with its call; toxicity, %; measured here: cytotoxicity by cell density;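 0% = mean cell density of plate MIN control wells and 100% = no cells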
# Autophagy mod cell loss 18 h = further read-out of Autophagy mod, marked with its call; toxicity, %; measured here: cell loss, nuclei count;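 cell loss after 18 h compound exposure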
# Numbers without * were called inactive; i = inactive; x = no result given. Unless noted, no stated cut-off is given here; in the data, active means inhibition above about 50%; inactive means the rest.
# Preview, two compounds:
SMILES,human PMI inhibitors,human PMI inhibition,MT stabilize HCS,MT stabilize HCS Hoechst-high %,MT stabilize HCS cytotoxicity %,bCat nuc transl,bCat nuc transl cell count 5 µM,Dynein cargo inh,Dynein cargo inh cytoplasmic EGFP,Dynein cargo inh nuclear GR-EGFP,Dynein cargo inh cell count,Insulin prom up,Insulin prom up cell count,WT yeast gro inh,WT yeast gro inh mutant strain,Yfh1-depleted yeast,Autophagy mod,Autophagy mod cell loss 18 h
CC(C)c1ccc(C2NC(=O)NC3=C2CCc2ccccc23)cc1 (stereo unspecified),-21%,12%,2.1,1.4,1.8,x,x,-0.82,0.023,-0.11,0.69,x,x,-15,-25,i,i,-5
CC(=O)NC1=NN(C(C)=O)C(C)(CCS(=O)(=O)c2ccc(Cl)c(Cl)c2)S1 (stereo unspecified),3%,14%,6.7,1.6,5.7,x,x,-0.51,-0.2,-0.46,0.4,-0.21,1443,3,1,x,i,11

# All compounds of this part, from the first entry:
SMILES,human PMI inhibitors,human PMI inhibition,MT stabilize HCS,MT stabilize HCS Hoechst-high %,MT stabilize HCS cytotoxicity %,bCat nuc transl,bCat nuc transl cell count 5 µM,Dynein cargo inh,Dynein cargo inh cytoplasmic EGFP,Dynein cargo inh nuclear GR-EGFP,Dynein cargo inh cell count,Insulin prom up,Insulin prom up cell count,WT yeast gro inh,WT yeast gro inh mutant strain,Yfh1-depleted yeast,Autophagy mod,Autophagy mod cell loss 18 h
CC(C)c1ccc(C2NC(=O)NC3=C2CCc2ccccc23)cc1 (stereo unspecified),-21%,12%,2.1,1.4,1.8,x,x,-0.82,0.023,-0.11,0.69,x,x,-15,-25,i,i,-5
CC(=O)NC1=NN(C(C)=O)C(C)(CCS(=O)(=O)c2ccc(Cl)c(Cl)c2)S1 (stereo unspecified),3%,14%,6.7,1.6,5.7,x,x,-0.51,-0.2,-0.46,0.4,-0.21,1443,3,1,x,i,11
O=c1oc2ccccc2c(Nc2ccccc2)c1CN1CCCCC1,x,x,x,x,x,0.2,1216,0.13,-0.15,0.6,-0.36,-1.4,1087,x,x,i,x,x
CCOC(=O)c1c(-c2cccs2)csc1NC(=O)CSc1ncn[nH]1,19%,25%,2.6,1.3,4.3,0.8,955,0.67,-0.26,0.46,0.53,-0.01,1719,5,1,i,i,1
N/C(=N\OC(=O)c1ccccc1)c1ccccn1,10%,17%,1.7,1.7,7.9,0.3,989,-0.03,-0.24,0.49,0.2,1.7,1461,40,27,i,i,-1
Cc1nn(-c2ccccc2)c(/N=C/c2ccc(O)cc2)c1-c1ccccc1,-9%,-3%,1.1,1.2,2.2,0.4,1062,-0.38,-0.25,0.082,-0.24,-0.61,1413,5,24,i,i,3
COc1ccc(NC(=O)CCC2CCCC2)cc1OC,-6%,1%,2.7,3.3,6.5,-0.5,1165,-0.25,-0.26,-0.054,1.6,0.34,1151,11,-2,i,i,6
CCOC(=O)c1c(NC(=S)NC(=O)/C=C/c2cccs2)sc(C)c1C,-9%,6%,6.4,2.3,1.3,-1.7,1102,-0.54,-0.22,-0.2,-0.051,1.4,1581,7,7,i,i,6
O=C(NCc1cccs1)c1cc2c(s1)-c1ccccc1OC2,10%,14%,4.4,2.6,5.0,1.0,1085,-1,-0.26,-0.42,0.59,-1.8,1515,23,40,i,x,x
Cc1nc2ccccc2nc1N/N=C/c1ccc(O)cc1,x,x,x,x,x,-0.1,1326,0.67,-0.27,-0.091,0.86,-0.61,1399,x,x,i,x,x
CCOC(=O)Cn1c(CN(Cc2ccccc2)Cc2ccccc2)nc2c1c(=O)n(C)c(=O)n2C,11%,3%,2.4,1.5,7.0,-7.7,916,-0.49,-0.12,-0.027,0.55,-1.5,1136,56,30,i,i,5
COc1cc(Cl)c(C)cc1NC(=O)CSC,-50%,-27%,3.0,1.9,4.5,0.4,1031,-0.5,-0.13,0.051,-0.079,x,x,-8,-1,i,i,0
CN(C)c1c([N+](=O)[O-])cc2[nH]c(=O)[nH]c2c1[N+](=O)[O-],10%,12%,1.0,1.1,9.5,0.6,917,-0.12,0.2,0.025,-3.8,0.58,863,2,7,i,i,-3
CCc1cc(C(=O)OC)c(NC(=O)CC2Sc3ccc(C(F)(F)F)cc3NC2=O)s1 (stereo unspecified),2%,10%,5.7,3.3,10,2.3,979,-0.41,-0.19,-0.31,0.056,3.3*,1330*,-12,-2,i,i,-9
O=C(C1CCCCC1)N1CCN(C(=O)C2CCCCC2)CC1,3%,1%,2.5,2.3,8.0,-4.8,980,0.32,-0.21,0.26,-0.28,0.37,1347,-18,-12,i,i,2
O=C(c1ccc(Br)cc1)N1CCCC1,10%,11%,1.2,1.5,12,-1.3,1087,1,-0.17,0.51,0.53,0.74,1724,-10,0,i,i,-2
COc1cccc(-c2noc(Cn3nc(C)c([N+](=O)[O-])c3C)n2)c1,8%,7%,1.3,3.1,10,x,x,-0.53,-0.23,-0.79,0.66,x,x,7,-6,i,i,-35
O=C(CCN1C(=O)c2ccccc2C1=O)NCc1ccncc1,-11%,7%,3.5,2.5,8.4,-0.4,1098,1,-0.2,0.57,0.022,1.5,1208,-1,-4,i,i,-9
Brc1ccc(-c2nc(N/N=C/c3cccnc3)c3ccccc3n2)cc1,-8%,2%,2.8,4.6,10,-2.1,1114,-0.6,0.2,-0.29,1.3,-0.2,832,41,43,i,i,6
Cc1onc(-c2ccccc2Cl)c1C(=O)Nc1nnc(-c2ccc(Cl)cc2Cl)s1,19%,18%,2.6,3.9,0.1,0.6,1082,-0.33,-0.24,-0.18,0.32,-1.6,1726,63*,33*,i,i,-1
Cc1[nH]n(-c2ccc([N+](=O)[O-])cc2)c(=O)c1/C=N/N1CCOCC1,-14%,-22%,2.7,2.3,7.0,-0.1,1478,0.16,-0.29,0.36,-0.61,-0.17,1400,15,9,i,i,-21
O=c1cc(CSc2ccc(Cl)cc2)nc(-c2ccncc2)[nH]1,-6%,-11%,3.1,2.8,5.9,-2.7,1042,0.37,-0.31,0.11,1.1,-0.16,1254,-12,-12,i,i,-8
COCCCNC(=S)N(Cc1cccnc1)Cc1ccc(OC)c(OC)c1,-1%,4%,3.3,1.4,7.7,-0.9,1111,0.99,-0.17,0.96,-1.9,-0.24,1393,-27,-6,i,i,12
Cc1cc(C)c(S(=O)(=O)Nc2ccc(O)cc2)cc1C,11%,13%,4.9,2.6,3.5,2.4,1338,2.9,-0.072,2.3,-2.4,0.4,1614,4,25,i,i,19
COc1ccc(CN2CCN(CCCc3ccccc3)CC2)c(OC)c1,-11%,-12%,3.8,1.8,6.3,1.4,1099,0.7,-0.23,0.48,-0.69,x,x,18,22,i,i,40
Cc1ccc(NC(=O)CN2C(=O)N/C(=C/c3cc(C)n(-c4ccc(C(=O)O)cc4)c3C)C2=O)cc1,-28%,-60%,3.1,2.5,5.0,-2.4,1121,-0.99,-0.35,-0.49,0.13,0.41,1318,-8,5,i,i,-3
S=c1nc(C23CC4CC(CC(C4)C2)C3)nc2sccn12,3%,-1%,1.7,1.2,0.5,-5.3,1068,-0.2,-0.26,0.063,-0.7,0.18,1676,24,17,i,i,7
COc1cc(/C=N/NC(=O)CCn2c3ccccc3c3ccccc32)cc(OC)c1OC,5%,10%,3.1,3.1,7.5,1.0,1076,0.39,0.012,0.098,0.098,-0.1,1335,-2,5,i,i,-18
CC(C)C(OC(=O)c1cccc(S(=O)(=O)NCC(F)(F)F)c1)C(=O)NC(N)=O (stereo unspecified),-5%,-2%,3.7,3.3,7.0,0.7,1013,-0.6,-0.26,0.14,-0.19,1,1540,-7,10,i,i,-8
CC1(C(=O)Nc2nnc(SCc3ccccc3)s2)Cc2ccccc2C(=O)O1 (stereo unspecified),6%,13%,1.4,1.3,5.6,-1.7,984,-0.94,0.1,-0.5,0.65,0.76,785,23,11,i,i,0
CC(=O)Nc1cccc(OCC(=O)NS(=O)(=O)c2ccc(Cl)cc2)c1,0%,8%,1.3,0.2,25,-2.1,1191,1,-0.19,0.89,0.26,0.42,1225,-23,-4,i,i,3
O=C(O)c1ccc(N/N=C/C2=Cc3ccccc3OC2)cc1,x,x,x,x,x,1.4,1150,0.04,-0.2,0.44,-0.19,0.06,1175,x,x,i,x,x
Cc1cc(C)c(C)c(S(=O)(=O)Nc2ccc(C(N)=O)cc2)c1C,-18%,-18%,3.8,1.9,8.1,0.0,1046,-0.33,-0.089,-0.67,-0.26,-0.16,1179,-6,14,i,i,7
COc1ccccc1CNc1nc(SC)ncc1CO,6%,4%,7.3,3.4,5.0,-0.9,523,-0.54,-0.29,-0.58,0.64,0.68,1206,-10,-10,i,i,3
Cc1c(C(=O)Nc2ccc3c4c(cccc24)CC3)cccc1[N+](=O)[O-],-6%,-4%,22*,30*,25*,-2.4,1185,1.7,-0.18,1.1,-1.6,-0.18,1483,-2,-4,i,i,-9
COc1cc(CNCc2cccnc2)ccc1OCC(=O)NC1CCCCC1,-25%,-25%,1.9,1.1,6.4,-1.3,1051,0.6,-0.33,0.13,0.52,0.22,1174,2,4,i,i,2
COc1cc(/C=C/C(=O)NCc2ccccn2)cc(OC)c1OC,6%,6%,5.0,2.5,0.2,-3.0,541,0.12,-0.33,-0.23,0.1,-0.04,1291,5,-19,i,i,15
CCCCN(C)S(=O)(=O)c1ccc(C(=O)Nc2nnc(-c3cccs3)o2)cc1,-4%,-1%,4.0,0.8,1.3,x,x,-1.2,-0.23,-0.25,0.43,x,x,19,3,i,i,-3
C=CCNC(=O)/C(=C/c1ccc(Br)cc1)NC(=O)c1ccccc1OC,-12%,-9%,2.0,2.0,1.7,x,x,-0.068,-0.051,0.17,-0.033,0.06,1247,-15,-15,i,i,6

# Screens: PubChem BioAssay, several laboratories
